Screening results: PubChem, National Center for Advancing Translational Sciences (NCATS)
HP1b binding inh: HTS for Inhibitors of HP1-beta Chromodomain Interactions with Methylated Histone Tails | actives 0.56% (n = 390,000) | Potency, µM (top dose mostly 114 µM), without a hit: at the highest dose activity change, negative = inhibition, actives largely listed as inhibitors | AlphaScreen HP1-beta / biotin-H3K9me3 peptide binding; further: potency means the concentration at half of the fitted maximal effect; nearly all actives have a fitted effect of over 70% in size; inactives centre near 23
Target sequence (P83916 whole entry, looked up): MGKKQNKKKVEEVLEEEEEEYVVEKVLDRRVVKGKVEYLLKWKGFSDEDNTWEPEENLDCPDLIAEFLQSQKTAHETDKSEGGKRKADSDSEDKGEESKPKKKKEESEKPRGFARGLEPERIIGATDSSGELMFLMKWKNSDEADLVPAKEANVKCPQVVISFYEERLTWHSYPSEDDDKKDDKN
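Compound inhibition of the preformed complex between 50 nM HP1-beta and 50 nM biotinylated H3K9me3 peptide was read by AlphaScreen. Buffer was PBS pH 7.4 with 0.01% Tween-20. Incubations ran 30 min at room temperature, with 10 ug/mL donor/acceptor beads.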
JMJD2A Tudor inh: qHTS Assay for Inhibitors of JMJD2A-Tudor Domain. Lysine-specific demethylase 4A (Homo sapiens), O75164. AID 504339, 2011. AlphaScreen JMJD2A-Tudor / H3K4me3 peptide binding. Potency, µM (series often up to 114 µM), inactives show top-dose activity change, negative = inhibition, usual class: inhibitors. actives 4.4% (n = 390,000); further: potency means the concentration at half of the fitted maximal effect; on the % scale 0 is the no-effect control and ±100 the full control effect; nearly all actives have a fitted effect of over 50% in size
ERG Ets-DNA blk: qHTS for Small Molecule Inhibitors of the ERG Ets/DNA interaction; Potency, µM (titrated, usually from 76.9 µM), for inactives: at the highest dose FP activity, negative = inhibition, actives largely listed as inhibitors; Transcriptional regulator ERG (Homo sapiens), P11308; actives 0.028% (n = 370,000); AID 624246, 2012; fluorescence polarization, His-ERG Ets domain / labelled DNA; active means well fitted inhibition curve with a large enough effect in the polarisation, with a control signal flat; inconclusive means small, poorly fitted or top-dose-only effect, or effect the other way, or a change in a side signal; inactive means no such curve, though single readings can be large or run the other way; the % refers to the polarisation;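 further: polarization taken with two DNA probes labelled with fluorescein and Texas red; potency means the concentration at half of the fitted maximal effect; % of control where 0% means no effect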
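His-tagged ERG Ets domain (1 uM in the protein solution; 300mM KCl, 50mM Tris-HCl, 1mM EDTA, 1mM DTT, pH 7.5) received compound, then a probe mix of 5 nM fluorescein-DNA and 100nM Texas-615-DNA. Fluorescence polarization was read for both dyes.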
RGS4 inh: Inhibitors of Regulator of G Protein Signaling (RGS) 4: qHTS | Regulator of G-protein signaling 4 (Homo sapiens), P49798 | Transcreener GDP fluorescence polarization, RGS4-accelerated GTP hydrolysis | Potency, µM (series often up to 114 µM), without a hit: at the top dose activity change, negative = inhibition, usual class: inhibitors | actives 0.039% (n = 390,000); further: potency means the concentration at half of the fitted maximal effect; on the % scale 0 is the no-effect control and ±100 the full control effect; nearly all actives have a fitted effect of over 75% in size; some results filed as inactive show a strong effect at the top dose
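MLSMR compounds (23 nl, pin-transferred) preincubated 10 min at room temperature with a 500nM (2x) first reagent, then RGS4 at 900nM (2x) plus Transcreener GDP mix added; fluorescence polarization (620/688 nm) read before and after 90 min at 30 °C.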
BAZ2B inh: qHTS Assay for Inhibitors of BAZ2B; Bromodomain adjacent to zinc finger domain protein 2B (Homo sapiens), Q9UIF8; AlphaScreen BAZ2B-H3K14Ac peptide displacement; Potency, µM (doses to about 114 µM), without a hit: at the top dose activity change, negative = inhibition, hits mostly inhibitors; actives 4.4% (n = 360,000); further: potency means the concentration at half of the fitted maximal effect; on the % scale 0 is the no-effect control and ±100 the full control effect; nearly all actives have a fitted effect of over 60% in size
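BAZ2B 50 nM plus b-H3(5-23)K14Ac 50 nM, PBS pH 7.4/0.01% Tween-20, 30 min RT; compound added (max 110 uM), 30 min RT; streptavidin donor/Ni-chelate acceptor beads 10 ug/mL final, 20 min dark; AlphaScreen read.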
12-LOX inh: Primary qHTS assay for inhibitors of human arachidonate 12S-lipoxygenase (ALOX12): Round 2; Polyunsaturated fatty acid lipoxygenase ALOX12 (Homo sapiens), P18054; purified 12hLO, xylenol orange hydroperoxide absorbance; Potency, µM (titrated, usually from 108 µM), for inactives: at the highest dose activity change, negative = inhibition, most hits filed as inhibitors; actives 1.1% (n = 580,000); further: potency means the concentration at half of the fitted maximal effect; on the % scale 0 is the no-effect control and ±100 the full control effect
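Hydroperoxide product was detected by ferrous iron/xylenol orange as the 573 to 405 nm absorbance ratio. Arachidonic acid at 40 uM (final) was turned over for 30 min at room temperature by 150 nM human 12hLO, pH 7.0 Hepes buffer, after 15 min compound preincubation.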
PI4K2A block: qHTS for small molecular inhibitors of PI4K2A | Phosphatidylinositol 4-kinase type 2-alpha (Homo sapiens), Q9BTU6 | purified PI4K2A, ADP-Glo luminescence, 1 h; hits give low values | activity change, negative = inhibition, % at 76.9 µM | actives 0.13% (n = 420,000); in the data active means activity change below about -50%; inconclusive means mostly about -30% to -49%;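 further: -100% = wells without enzyme as full effect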
Target sequence (Q9BTU6 whole entry, looked up): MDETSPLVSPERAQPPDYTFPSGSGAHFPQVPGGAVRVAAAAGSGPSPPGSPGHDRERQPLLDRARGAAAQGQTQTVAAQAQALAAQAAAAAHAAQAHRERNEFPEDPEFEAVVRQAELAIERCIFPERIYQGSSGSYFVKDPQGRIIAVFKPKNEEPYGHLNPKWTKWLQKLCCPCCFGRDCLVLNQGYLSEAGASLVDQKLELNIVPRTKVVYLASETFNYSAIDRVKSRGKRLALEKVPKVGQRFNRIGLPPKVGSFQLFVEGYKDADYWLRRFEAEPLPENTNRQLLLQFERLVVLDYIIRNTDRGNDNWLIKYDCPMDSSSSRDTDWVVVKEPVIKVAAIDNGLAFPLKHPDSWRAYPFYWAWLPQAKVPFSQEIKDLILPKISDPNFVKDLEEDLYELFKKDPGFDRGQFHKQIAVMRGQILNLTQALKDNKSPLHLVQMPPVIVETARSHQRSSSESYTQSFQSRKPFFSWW
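Compounds are screened against recombinant PI4K2A using PI as substrate and ATP, the latter dispensed at 300 microM. Reactions run one hour at ambient temperature before ADP-Glo detection; full inhibition defined by wells lacking enzyme.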
GLS inh: qHTS for Inhibitors of Glutaminase (GLS). GLS enzymatic activity, qHTS titration. Potency, µM (titrated, usually from 45.5 µM), without a hit: top-dose activity change, negative = inhibition, most hits filed as inhibitors. Glutaminase kidney isoform, mitochondrial (Homo sapiens), O94925. actives 0.21% (n = 410,000). AID 624170, 2012; further: potency means the concentration at half of the fitted maximal effect; on the % scale 0 is the no-effect control and ±100 the full control effect
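Enzyme dispensed in phosphate buffer (45 mM, pH 8.2, 0.02% Tween-20), compounds pinned in, then 1 mM L-glutamine solution and the glutamate oxidase–HRP–Amplex Red mix added; fluorescence read immediately and again after 30 min at room temperature.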
G9a inh: qHTS Assay for Inhibitors of Histone Lysine Methyltransferase G9a; G9a H3K9 monomethylation, AlphaScreen, 2 h; Potency, µM (top dose mostly 102 µM), without a hit: at the highest dose activity, negative = inhibition, most hits filed as inhibitors; actives 8.8% (n = 350,000); further: potency means the concentration at half of the fitted maximal effect; on the % scale 0 is the no-effect control and ±100 the full control effect; nearly all actives have a fitted effect of over 75% in size
Target sequence (Q96KQ7 913-1193 limits assumed): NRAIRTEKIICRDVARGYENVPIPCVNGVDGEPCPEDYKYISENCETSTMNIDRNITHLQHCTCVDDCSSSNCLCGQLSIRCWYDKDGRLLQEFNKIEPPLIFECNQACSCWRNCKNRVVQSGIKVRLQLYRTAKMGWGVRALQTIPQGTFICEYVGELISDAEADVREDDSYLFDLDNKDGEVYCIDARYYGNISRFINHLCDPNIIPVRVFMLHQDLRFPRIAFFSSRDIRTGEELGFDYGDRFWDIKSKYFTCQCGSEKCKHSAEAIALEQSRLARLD
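Enzyme 20 nM + cpd, 15 min RT; add b-H3K9 pep 500 nM / SAM 20 uM; 2 h RT; anti-H3K9me1 Ab 0.5 ug/mL + SA donor / anti-rabbit acceptor beads 20 ug/mL each, 10 min; AlphaScreen read.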
The depositor's hits bear a star; ? = inconclusive; / = no result given; [ ] = dose if it differs, or a comment. Unless noted, the call rests on the fitted dose curve; in most records, active means well fitted curve in the direction sought with a large enough effect; inconclusive means small, poorly fitted or top-dose-only effect, or another doubt; inactive means no such curve, though single readings can be large; an effect the other way counts as inactive or inconclusive. Some of the compounds tested (hit frequency here may not be typical).

Sequence of screens – PI4K2A block | 12-LOX inh | BAZ2B inh | GLS inh | HP1b binding inh | RGS4 inh | ERG Ets-DNA blk | JMJD2A Tudor inh | G9a inh
- COc1ccc(CCN2C(=O)N[C@@H](CCC(=O)O)C2=O)cc1
    0 | 0% | -2% | -1% | 12% | 28% | 10% | 0% | -3%[12.7 µM]
- CCOc1ccc(C2C=C(c3ccc(C)cc3)Nc3nnnn32)cc1 (stereo not drawn)
    -3 | -21% | ? | 13% | 37%[activator] | -32%[56.9 µM] | -2% | -10%[57.1 µM] | 50µM*
- COC(=O)c1nn(-c2ccc(C)cc2)ccc1=O
    1 | 0% | -7% | -7% | 39% | -4%[56.9 µM] | 4% | -14% | 4%
- COc1ccccc1NS(=O)(=O)c1cc(NC(=S)Nc2cc(C)cc(C)c2)ccc1Cl
    3 | ? | ? | 18% | ? | -21% | 10% | ? | ?
- O=C(CSC1=NS(=O)(=O)c2cc(Cl)ccc2N1)NCc1ccccc1
    2 | -1% | 6% | 7% | 23% | -13% | 7% | -4% | -9%
- CN(CP(=O)(O)C(O)c1ccccc1)S(C)(=O)=O (stereo not drawn)
    8 | -6% | -4% | 5% | 27% | 10% | -1% | ? | ?
- CSc1nnc(-c2ccccc2)c(=O)[nH]1
    6 | 0% | 8% | 1% | 16% | 49% | -16% | -4% | -1%
- CC(=O)c1ccc(N2CCN(C(=O)c3ccc(Cl)c(NC4=NC5CS(=O)(=O)CC5S4)c3)CC2)cc1 (stereo not drawn)
    -5 | -2% | -22% | 5% | 62%[activator] | -6%[11.4 µM] | 1% | -11% | 18%
- Cc1cccc(NC(=O)Cn2cc([N+](=O)[O-])cn2)n1
    2 | 3% | 1% | -15% | 49%[activator] | 0% | -20% | -7% | -21%
- CCOC(=O)c1c(C)c(C(=O)NCCCOC)c(C)n1C
    -5 | 24% | 2% | 0% | 1% | 11% | -2% | -13% | 8%[12.7 µM]
- O=C(CC1(O)C(=O)Nc2ccccc21)c1ccc(-n2cccc2)cc1 (stereo not drawn)
    -5 | -29% | ? | 3% | -11% | 4% | 0% | -18% | ?
- CC1(C)CC(=O)C=C(c2cccc(Br)c2)C1
    -2 | -25% | 19% | 9% | 29% | ? | 2% | ? | 11%[0.501 µM]
- NC(=O)C1=C[C@@H](c2coc3ccccc3c2=O)C[C@@H](OCCCCO)O1
    2 | 5% | -4% | 2% | 9% | 0% | 2% | -9% | 18%[59 µM]
- Cc1noc(NS(=O)(=O)c2ccc(NC(=O)C(Cl)(Cl)Cl)cc2)c1C
    0 | ? | -26% | 5% | 30% | -1% | 0% | -9% | -43%
- NC(=O)C1CCN(c2nc(-c3cccc(Cl)c3)cs2)CC1
    1 | ? | ? | 23% | 20% | -4% | / | -26% | -33%[12.7 µM]
- CSc1ccc(S(=O)(=O)N2CCC(C(=O)NCC3CCCO3)CC2)cc1 (stereo not drawn)
    3 | ? | -35% | -7% | 26% | -14% | 5% | 13% | ?
- Oc1c(Br)cc(/C=N/Nc2nncc3ccccc23)cc1Br
    3 | / | -27% | ? | ? | 6% | 3% | -28% | ?
- Cc1ccc2cc(/C=N/NC(=O)[C@H](C)NC(=O)OC(C)(C)C)c(Cl)nc2c1
    -4 | -16% | 0% | 12% | 27% | -7% | 9% | 19% | 41%[59 µM]
- CC1(C(=O)NCCc2c[nH]c3ccccc23)C=CCN1C(=O)c1ccccc1 (stereo not drawn)
    3 | -6% | -12% | 10% | 12% | 19% | 4% | -27% | ?
- O=C(CCCCCn1c(=O)c2sccc2n(CC(=O)Nc2cc(C(F)(F)F)ccc2Cl)c1=O)NCc1ccccc1Cl
    1 | -14% | -8% | -3% | 23% | 0% | -2% | -14% | -24%[59 µM]
- CCc1ccc2c(c1)C(c1ccc([N+](=O)[O-])cc1)=NNC(c1ccccc1)=N2
    2 | 17% | -5% | -5% | 22% | -7% | -8% | -4% | 17%
- COC(=O)c1cc(NC(=O)CCS(=O)(=O)c2cc(Br)cc3c2N(C(=O)C2CC2)CC3)cc(C(=O)OC)c1
    1 | ? | 2% | -1% | 16% | 11% | -4% | -15% | 1%[59 µM]
- CCN(CCCNC(=O)CN1C(=O)COc2ccccc21)c1ccccc1
    1 | 16% | -36% | 32%[activator] | -2% | 14% | / | -27% | ?
- CCCCOc1ccccc1C1CC(=O)Nc2cc(C)c(C)cc21 (stereo not drawn)
    -2 | 5% | -7% | -13% | 6% | 12% | -2% | -31% | -5%[59 µM]
- COc1ccc(N2C(=O)CC(N3CCN(S(=O)(=O)c4c(F)cccc4F)CC3)C2=O)cc1OC (stereo not drawn)
    7 | 2% | 11% | -4% | 10% | 6% | 3% | -10% | 6%[12.7 µM]
- O=C(N/N=C/c1ccco1)c1cccc(N2Cc3ccccc3C2)c1
    -29 | -12% | 50µM* | -16% | ? | ? | 8% | 28µM* | 4µM*
- CCc1cc(=O)oc2c(CN3CCCC3)c(O)c(Cl)cc12
    -2 | 0% | 0% | 25% | 4% | 14% | -3% | -12% | 16%[12.7 µM]
- Cc1ccc(S(=O)(=O)NC(C)C(=O)N2CCOCCOCCOCCOCC2)cc1 (stereo not drawn)
    1 | 2% | 6% | -12% | 36% | -21% | -23% | 11% | 40µM*
- c1cncc(-c2nc(-c3ccco3)cs2)c1
    -11 | ? | ? | 5% | 6% | -43% | -10% | ? | ?
- C#CCOCCOCCOCCNc1nc(N2CCN(C(=O)Cn3cc(CC(C)O)nn3)CC2)nc(N2CCN(C(=O)[C@H](C)n3cc(CCC(=O)O)nn3)CC2)n1 (stereo partly drawn)
    -4 | ? | / | 6% | 12% | 2% | 10% | -25% | /

(further entries)
Sequence of screens – PI4K2A block | 12-LOX inh | BAZ2B inh | GLS inh | HP1b binding inh | RGS4 inh | ERG Ets-DNA blk | JMJD2A Tudor inh | G9a inh
- CCc1cc(C(=O)Nc2cc(S(=O)(=O)N(CC)CC)ccc2N2CCOCC2)sc1C
    -1 | ? | 4% | 3% | 13% | -9% | -5% | -17% | 40µM*
- CCOC(=O)c1cccc(P(=O)(C(C)(C)C)C(C)(C)C)c1
    -6 | -17% | 2% | 0% | 11% | 12% | -7% | -14% | 0%
- Cc1ccc(-c2csc3ncnc(N4CCN(C(=O)c5ccccc5)CC4)c23)cc1
    3 | 0% | -11% | 7% | 13% | 1% | 12% | -32% | 0%[12.7 µM]
- Cc1ccc(S(=O)(=O)N2CCC(C(=O)OC(C)C(=O)NC(N)=O)CC2)cc1C (stereo not drawn)
    2 | 0% | -18% | -2% | 15% | -11% | 8% | -2% | 7%
- CC1CCN(S(=O)(=O)c2nnc(NC(=O)c3cccc(F)c3)s2)CC1
    -4 | -13% | ? | 5% | -8% | 2% | -2% | -34% | -40%[59 µM]
- O=C(O)c1cnc(-c2ccccc2)nc1Sc1ccccc1Cl
    -1 | -17% | ? | 23% | 19% | -17% | -5% | -25% | 22%[59 µM]
- CCCCC(C(=O)O)C(C)CC(=O)Nc1ccn(-c2ccccc2)n1 (stereo not drawn)
    0 | 155%[activator] | -28% | 11% | 10% | -23% | 0% | -11% | -9%
- CCn1c(SCC(=O)Nc2ccc3c(c2)OCO3)nnc1C1CC1
    -13 | -11% | 7% | 2% | -20% | 0% | 2% | -12% | 6%
- Cc1cccc(C)c1NC(=O)NC1(C(=O)NCCCN2CCOCC2)CCCCC1
    0 | 9% | 4% | 19% | 13% | 12% | 3% | -6% | 9%[59 µM]
- Cn1c(=O)c2c(nc(N3CCOCC3)n2C/C=C/c2ccccc2)n(C)c1=O
    1 | 14% | -17% | -12% | 26% | 0% | 12% | -13% | 2%
- CCCCNC(=O)CNC(=S)N(CCCN1CCOCC1)Cc1cccs1
    3 | -18% | 12% | -11% | 17% | -11% | 3% | -15% | 30%[59 µM]
- Cn1ccnc1SCc1cc(=O)[nH]c2ccccc12
    0 | -28% | -3% | 1% | 17% | -2% | / | -12% | ?

Exported as a markdown table: two of the compounds above
| canonical_smiles | PI4K2A block | 12-LOX inh | BAZ2B inh | GLS inh | HP1b binding inh | RGS4 inh | ERG Ets-DNA blk | JMJD2A Tudor inh | G9a inh |
| --- | --- | --- | --- | --- | --- | --- | --- | --- | --- |
| CCc1cc(C(=O)Nc2cc(S(=O)(=O)N(CC)CC)ccc2N2CCOCC2)sc1C | -1 | ? | 4% | 3% | 13% | -9% | -5% | -17% | 40µM* |
| CCCCNC(=O)CNC(=S)N(CCCN1CCOCC1)Cc1cccs1 | 3 | -18% | 12% | -11% | 17% | -11% | 3% | -15% | 30%[59 µM] |
